Source: PubChem BioAssay (National Center for Advancing Translational Sciences (NCATS))
D3 ag – agonists of human D3 dopamine receptor; D3R DiscoveRx beta-arrestin cells, luminescence, 90 min; max activation, %; actives 0.58% (n = 410,000); AID 652048; P35462; in the data active = max activation above about 30%; note: 0% is about no effect; mostly tested at two doses, the higher about 12 µM
Target sequence (P35462 whole entry, looked up): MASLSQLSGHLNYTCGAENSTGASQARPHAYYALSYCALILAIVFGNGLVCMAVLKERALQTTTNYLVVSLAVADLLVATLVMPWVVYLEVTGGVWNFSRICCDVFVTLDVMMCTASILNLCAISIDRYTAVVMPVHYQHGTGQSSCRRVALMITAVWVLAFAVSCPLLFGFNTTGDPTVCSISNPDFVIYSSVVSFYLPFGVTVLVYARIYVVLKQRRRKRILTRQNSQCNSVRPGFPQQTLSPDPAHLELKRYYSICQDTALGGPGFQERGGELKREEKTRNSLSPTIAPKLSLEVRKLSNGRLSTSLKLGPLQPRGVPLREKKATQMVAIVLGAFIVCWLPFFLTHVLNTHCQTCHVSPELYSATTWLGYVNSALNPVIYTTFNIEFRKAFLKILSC
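Cells at 1500/well, incubated overnight, then treated with pinned compounds (dopamine as control) for 90 min at 37 degrees C. DiscoveRx reagent added for 30 - 60 minutes at room temperature; luminescence read.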
An asterisk follows results filed as active; & = joins results of further samples. An excerpt. The share of hits here may be higher or lower than overall.

SMILES	D3 ag
COc1ccc(S(=O)(=O)NCC(c2ccco2)N2CCOCC2)cc1C (stereo not given)	-22
Cc1cccc2sc(N3CCN(C(=O)c4ccco4)CC3)nc12	6
Cn1c(=O)n(Cc2ccccc2)c(=O)c2c1nc1n2CCN1c1ccccc1	-8
Cn1c(SCc2ccc(F)cc2)nc2c([nH]c3ccccc32)c1=O	7
CCOc1ccc2cc(-c3nnc(Nc4ccccc4F)s3)c(=O)oc2c1	6
CC(C)(C)C1CCc2c(sc(NC(=O)C3c4ccccc4Oc4ccccc43)c2C(N)=O)C1 (stereo not given)	1
CCOC(=O)N1CCN(Cc2nc3cc(NC(=O)c4ccc(OC)cc4)ccc3n2C(C)C)CC1	-22
COc1ccc(S(=O)(=O)NCC(c2ccco2)N2CCN(c3ccc(F)cc3)CC2)cc1 (stereo not given)	-4
O=c1oc2ccc3ccccc3c2cc1-c1nnc(Nc2cccc(F)c2)s1	3
CC(C)Sc1nc2sc3c(c2c(=O)n1-c1ccccc1)CCCC3	-13
Cc1cccc(S(=O)(=O)c2cn(Cc3ccccc3)c3cc(N4CCCCC4C)c(F)cc3c2=O)c1 (stereo not given)	-2
O=C(Nc1cccc(C(=O)OCc2cc(=O)n3c4c(sc3n2)CCCC4)c1)c1ccc(Cl)cc1	10
O=c1c2oc3ccccc3c2n(Cc2cccc(F)c2)c(=O)n1Cc1ccc2c(c1)OCO2	7
CCCCCCCC(=O)CC[C@@H]1[C@@H](C/C=C\CCCC(=O)OC(C)C)[C@@H](O)C[C@H]1O	22
CCOc1ccc(CNC(=O)c2ccc3c(c2)nc2n3CCCCC2)cc1	-16
Cc1cc(S(=O)(=O)C(CNC(=O)COc2ccc(Cl)cc2)c2cccs2)ccc1F (stereo not given)	9
NC(=O)c1ccc[n+]([C@@H]2O[C@H](COP(=O)([O-])OP(=O)(O)OC[C@H]3O[C@@H](n4cnc5c(N)ncnc54)[C@H](O)[C@@H]3O)[C@@H](O)[C@H]2O)c1	8
CC(C)COc1ccc(C(=O)Nc2cccc(-c3nc4ccccc4[nH]3)c2)cc1	3
CCOc1ccc(NC(=O)CSc2oc(-c3ccccc3)nc2S(=O)(=O)c2ccc(Cl)cc2)cc1	14
O=C(Oc1ccc(F)cc1)c1nc(SCc2ccccc2F)ncc1Cl	-14
COc1ccc(C(=O)c2cn(Cc3ccc(C)cc3)c3cc4c(cc3c2=O)OCO4)cc1	1
COc1ccc(CNC(=O)CN2C(=O)COc3ccccc32)c(OC)c1	6
Cn1c(SCC(=O)Nc2nc3ccccc3s2)ncc(C(=O)Nc2ccc(Cl)cc2)c1=O	2
Brc1ccc(CNCCCSc2nnnn2-c2ccccc2)cc1	9
CCc1ccc(NC(=O)C2CCN(S(=O)(=O)c3c(C)noc3/C=C\c3ccc(OC)cc3)CC2)cc1	8
Cc1ccc(C2c3[nH]c4ccccc4c3CCN2C(=O)CSc2ccccc2)cc1 (stereo not given)	-6
COc1ccc(C(=O)Nc2ccc3nc(SCC(=O)N4CCCc5ccccc54)sc3c2)cc1	-10
CN(C)c1ccc(-c2nc3ccccn3c2Nc2ccc3c(c2)OCCO3)cc1	9
CCOc1cccc2cc(-c3nc4sc5c(c4c(=O)[nH]3)CCC(C(C)(C)C)C5)c(=O)oc12 (stereo not given)	-5
COc1ccc(NC(=O)c2noc3c2CSc2ccccc2-3)cc1Cl	-12

Reformatted: 14 of the compounds above.
| structure | D3 ag |
| --- | --- |
| NC(=O)c1ccc[n+]([C@@H]2O[C@H](COP(=O)([O-])OP(=O)(O)OC[C@H]3O[C@@H](n4cnc5c(N)ncnc54)[C@H](O)[C@@H]3O)[C@@H](O)[C@H]2O)c1 | 8 |
| CC(C)COc1ccc(C(=O)Nc2cccc(-c3nc4ccccc4[nH]3)c2)cc1 | 3 |
| CCOc1ccc(NC(=O)CSc2oc(-c3ccccc3)nc2S(=O)(=O)c2ccc(Cl)cc2)cc1 | 14 |
| O=C(Oc1ccc(F)cc1)c1nc(SCc2ccccc2F)ncc1Cl | -14 |
| COc1ccc(C(=O)c2cn(Cc3ccc(C)cc3)c3cc4c(cc3c2=O)OCO4)cc1 | 1 |
| COc1ccc(CNC(=O)CN2C(=O)COc3ccccc32)c(OC)c1 | 6 |
| Cn1c(SCC(=O)Nc2nc3ccccc3s2)ncc(C(=O)Nc2ccc(Cl)cc2)c1=O | 2 |
| Brc1ccc(CNCCCSc2nnnn2-c2ccccc2)cc1 | 9 |
| CCc1ccc(NC(=O)C2CCN(S(=O)(=O)c3c(C)noc3/C=C\c3ccc(OC)cc3)CC2)cc1 | 8 |
| Cc1ccc(C2c3[nH]c4ccccc4c3CCN2C(=O)CSc2ccccc2)cc1 (stereo not given) | -6 |
| COc1ccc(C(=O)Nc2ccc3nc(SCC(=O)N4CCCc5ccccc54)sc3c2)cc1 | -10 |
| CN(C)c1ccc(-c2nc3ccccn3c2Nc2ccc3c(c2)OCCO3)cc1 | 9 |
| CCOc1cccc2cc(-c3nc4sc5c(c4c(=O)[nH]3)CCC(C(C)(C)C)C5)c(=O)oc12 (stereo not given) | -5 |
| COc1ccc(NC(=O)c2noc3c2CSc2ccccc2-3)cc1Cl | -12 |

Continued:
SMILES	D3 ag
CCOC(=O)c1c(C)[nH]c(CCC(=O)NCc2ccccc2Cl)c1C	11
CCOC(=O)c1ccc(CN(Cc2ccccc2C)S(=O)(=O)c2ccc(F)c(C(=O)Nc3cccc(OC)c3)c2)cc1	7
Cc1cccc(CNC(=O)CCCN2C(=O)COc3ccc(C)cc32)c1	-7
CC[C@@]1(O)C[C@H](O[C@H]2C[C@H](N(C)C)[C@H](O[C@H]3C[C@H](O)[C@H](O[C@H]4CCC(=O)[C@H](C)O4)[C@H](C)O3)[C@H](C)O2)c2c(cc3c(c2O)C(=O)c2c(O)cccc2C3=O)[C@H]1C(=O)OC	1
CC(C)Sc1nc2sc3c(c2c(=O)n1Cc1ccccc1)CCCC3	-10
COc1cccc(N2CC(NC(=O)/C=C\c3ccc(OC)c(OC)c3)CC2=O)c1 (stereo not given)	-3
Cc1ccc(Cl)cc1NC(=O)CCn1c(=O)c2cccn2c2cccnc21	1
Cc1ccc(Cl)cc1Nc1nn2c(=O)c3ccc(C(=O)NCc4cccs4)cc3nc2s1	3
CCOc1ccc(CNC(=O)c2ccc3c(c2)sc2nc(-c4ccc(OC)cc4)cn23)cc1	-3
COc1ccc(CC(=O)Nc2cc(-c3cn4cccnc4n3)ccc2C)cc1OC	-15
Cc1c(-c2nc(-c3ccc4c(c3)OCO4)no2)nnn1-c1cccc(C(F)(F)F)c1	9
CCC(=O)O[C@H]1CC[C@H]2[C@@H]3CCc4cc(O)ccc4[C@H]3CC[C@]12C	17
Cn1cnc(S(=O)(=O)N2CCCC(C(=O)NCc3ccc(Cl)cc3)C2)c1 (stereo not given)	4
CCc1nnc(SCc2cc(C)ccc2C)c2cc3sc(C)cc3n12	11
COCCNC(=O)Cn1c(=O)n(CCCCCC(=O)NCc2ccccc2Cl)c(=O)c2sccc21	-15
CC[C@H](C)CCCCC(=O)N[C@@H](CCN)C(=O)N[C@H](C(=O)N[C@@H](CCN)C(=O)N[C@H]1CCNC(=O)[C@@H]([C@H](C)O)NC(=O)[C@H](CCN)NC(=O)[C@H](CCN)NC(=O)[C@H](CC(C)C)NC(=O)[C@@H](CC(C)C)NC(=O)[C@H](CCN)NC1=O)[C@@H](C)O	-2
Cc1cccc(NC(=O)Cn2c(=O)oc3cc(S(=O)(=O)N4CCCCCC4)ccc32)c1	-6
CCCCOc1cccc(C(=O)N(Cc2cccs2)c2ccc(OC)cc2)c1	-15
CC(C)c1ccc(Nc2ncnc3c2nc2n3CCCC2)cc1	10
CCOc1ccc2oc(=O)cc(CN3CCN(C(=O)c4ccc(Cl)cc4)CC3)c2c1	3
O=S(=O)(NCC(c1cccs1)S(=O)(=O)c1ccccc1)c1ccc(F)c(C(F)(F)F)c1 (stereo not given)	-9
CC(C)Oc1ccc(CNC(=O)c2ccc(CS(=O)Cc3ccccc3Cl)o2)cc1 (stereo not given)	-8
CCOc1ccc(CNC(=O)Cn2c(=O)c3cccn3c3ccc(F)cc32)cc1OC	-11
Cc1ccc(Cn2ccn(CC(=O)Nc3ccccc3C(F)(F)F)c(=O)c2=O)cc1	-3
CCc1c(C)sc(NC(=O)c2cc(-c3cccc(Cl)c3)on2)c1C#N	-4
Fc1ccc(Nc2nc(SCc3ccccc3F)nc3ccccc23)cc1	16
Cc1ccc(CNc2nc3ccccc3c3nc(-c4cccc(C)c4)nn23)cc1	9
CCCCN1C(=O)CN(C2CCCCCC2)C(=O)C1c1ccc(OCCC)c(OC)c1 (stereo not given)	13
CCc1ccc(NC(=O)CC2C(=O)N(c3cccc(C)c3)C(=O)N2Cc2cccs2)cc1 (stereo not given)	7
Cc1ccc(S(=O)(=O)c2c(Nc3cc(C)ccc3C)sc(C(=O)c3ccc4c(c3)OCO4)c2N)cc1	-8
Cc1ccccc1NC(=O)Cn1c(=O)n(CCCCCC(=O)NCc2ccccc2Cl)c(=O)c2sccc21	-6
CCCCN1C(=O)c2[nH]nc(-c3ccccc3O)c2C1c1cc(Br)c(O)c(OC)c1 (stereo not given)	9
O=S(=O)(NCCS(=O)(=O)N1CCN(c2ccccc2F)CC1)c1ccc(Cl)cc1	-12
Cc1ccc(NC(=O)CN2C(=O)C(c3ccccc3)=NC2(C)C)cc1C	6
COc1ccccc1CNC(=O)CCC1N=C2c3ccccc3N=C(SCc3cccc(Cl)c3)N2C1=O (stereo not given)	6
COC(=O)c1ccc(Cl)cc1NC(=O)NC(C)c1c(-n2cccc2)sc(C)c1C (stereo not given)	1
COc1ccc(CCC(=O)NCc2nc3cccnc3n2Cc2ccccc2)cc1	4
CCc1ccccc1NC(=O)Cn1c(=O)nc(-c2ccccc2)c2ccccc21	-2
COc1ccc(Nc2oc(/C=C/c3ccccc3OC)nc2C#N)cc1	0
Cc1ccc(C(=O)N2CCc3cc(CNC(=O)c4ccc(Br)cc4)ccc32)cc1	-14
CCCN(C(=O)Cn1nc(Cc2ccncc2)c2ccccc2c1=O)c1ccccc1C	-1
O=c1c2oc3ccccc3c2n(Cc2ccccc2)c(=O)n1Cc1ccc2c(c1)OCO2	-3
COc1ccc(NC(=O)c2ccc(CNS(=O)(=O)c3ccc4c(c3)C(C)(C)C(=O)N4C)cc2)cc1	-1
OC[C@]1(O)OC[C@@H](O)[C@H](O)[C@@H]1O	2
Cc1cccc(C(=O)Nc2ccc(C(=O)OCc3cc(=O)n4c5c(sc4n3)CCCC5)cc2)c1	-9
COc1ccc(OCC(=O)N2CCN(C(=O)c3cc(OC)c(OC)c(OC)c3)CC2)cc1	-14
NC[C@H]1O[C@H](O[C@H]2[C@H](O)[C@@H](O[C@H]3O[C@H](CO)[C@@H](O)[C@H](N)[C@H]3O)[C@H](N)C[C@@H]2N)[C@H](N)[C@@H](O)[C@@H]1O	5&-27
Cc1ccc2nc(N(Cc3cccnc3)C(=O)C3CCCCC3)sc2c1	0
COc1ccc2c(Sc3ccccc3)c(C(=O)NCCCN3CCCCC3)[nH]c2c1	-1
Cc1ccc(NC(=O)C2CCN(S(=O)(=O)c3ccc4[nH]c(=O)ccc4c3)CC2)cc1C	6
Carrying on:
SMILES	D3 ag
Cc1ccccc1NC(=O)c1sc2nc3n(c(=O)c2c1C)N=C(c1ccccc1)CS3	2
COc1ccccc1NC(=O)c1sc2nc(C)c(C(=O)Nc3ccc(C)cc3C)c(-c3ccccc3Cl)c2c1N	13
CCCOc1ccc(CNC(=O)C(C)n2nc(C)n3c(cc4occc43)c2=O)cc1 (stereo not given)	4
COC(=O)c1ccc(NC(=O)CC2C(=O)N(c3cccc(OC)c3)C(=O)N2C(C)C)cc1 (stereo not given)	-2
CC(C)c1ccc(NC(=O)CN2C(=O)CSc3ccc(S(=O)(=O)N4CCCC4)cc32)cc1	-20
Cc1ccc(Sc2c(C)nn(-c3ccccc3)c2OC(=O)CC(C)C)cc1	3
COc1cccc(N2CC(NC(=O)C(c3ccccc3)c3ccccc3)CC2=O)c1 (stereo not given)	-6
CCc1ccc(-n2nc(CO)c(C(=O)NCc3ccccc3OC)n2)cc1	4
COc1ccccc1C(=O)NCC1(N2CCN(C)CC2)CCCCC1	4
O=C(O)c1c(-c2ccccc2)oc2ccc(OCc3ccc(Cl)c(Cl)c3)cc12	6
CCCN(CCC)CCNC(=O)C1CCN(c2nc3ccc(CC)cc3s2)CC1	15
COc1ccc(NC(=O)CC2C(=O)N(c3ccc(F)cc3)C(=O)N2Cc2cccnc2)cc1 (stereo not given)	0
COc1ccc(NC(=O)c2cnc(SCC(=O)Nc3nc4ccc(C)cc4s3)n(C)c2=O)cc1	0
Cc1ccccc1-n1nc(CO)c(C(=O)NCc2cccs2)n1	0
CCn1nc(-c2ccccc2)c(-c2ccccc2)c(C(=O)Nc2ccccc2C(N)=O)c1=O	1
COc1ccccc1N1CCN(c2ncnc3c2c(-c2ccccc2)cn3-c2cccc(C)c2)CC1	-5
COc1ccc(CNc2nc(SCc3ccccc3Cl)nc3ccccc23)cc1	9
CCN1CCN(c2cc(C)c3cc(NC(=O)c4cccc(Cl)c4)ccc3n2)CC1	-26
COc1ccc(NC(=O)CCn2c(=O)c3cccn3c3cccnc32)c(OC)c1	1
COc1ccc(-c2noc(CNC(=O)c3ccc(OC)cc3OC)n2)cc1	-9
CCCCN(CCCNC(=O)CN1N=C(c2ccc(C)cc2)CCC1=O)c1ccccc1	-5
CC(=O)Nc1c(C)nn(-c2ccccc2)c1N1CCC(C(=O)Nc2cccc(C(F)(F)F)c2)CC1	2
CCN(CCCNC(=O)c1ccc(Sc2ccc(Cl)cc2)c(NC(C)=O)c1)c1cccc(C)c1	-5
COc1ccc(-c2cn3c(n2)sc2cc(C(=O)Nc4cccc(SC)c4)ccc23)cc1	77*
O=C(CSCc1ccccc1Cl)N1CCN(c2ccc(Cl)cc2)CC1	1
COc1ccc(Cn2c(=O)c3oc4ccccc4c3n(Cc3cccc(F)c3)c2=O)cc1	1
Cc1ccccc1CNC(=O)Cc1csc2ccccc12	-5
COc1ccccc1OCC(=O)NCCS(=O)(=O)N1CCN(c2ccccc2OC)CC1	1
O=C1OC(CN2CCOCC2)CN1/N=C/c1ccc([N+](=O)[O-])o1 (stereo not given)	-5
N#C/C(=C\c1ccc(-c2ccc(Cl)c(C(=O)O)c2)o1)c1nc2ccccc2[nH]1	5
CCCc1ccc(OC(C)C(=O)Nc2sc3c(c2C(=O)OC)CCCCC3)cc1 (stereo not given)	8
